Bioassay records: PubChem, Broad Institute
GSIS activator = GLuc luminescence reporter in INS-1E cells, primary screen for activators of glucose-dependent secretion of insulin; INS-1E GLuc reporter insulin secretion, 2-3 h; activation, % at 16.6 µM; hit rate 0.61% among 370,000;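 active = lowest replicate activation of at least 40%, so every replicate reaches that level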;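 note: 0% = median of neutral control wells and 100% = median of IBMX positive control wells; some compounds called inactive have numbers as strong as hits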
ARNT TACC3 PPI = disruptors of human ARNT/TACC3 interaction; Q9Y6A5; AlphaScreen His-ARNT PAS-B/GST-TACC3 binding, luminescence; TACC3 fragment carries E629A point mutation; inhibition, % at 9.99 µM; hit rate 0.66% among 390,000;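 active = mean inhibition of replicates at least 50% and at least half of replicates each reaching 50%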;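 note: 0% = complete ARNT plus TACC3 wells and 100% = ARNT alone without TACC3; many hits fall short of the cut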
* hit, by the source's call; / = no result given.

SMILES | GSIS activator | ARNT TACC3 PPI
CC(C)(CO)[C@@H](O)C(=O)NCCC(=O)O | / | -17
CN1CCC(=C2c3ccccc3CCc3sccc32)CC1 | / | 3
CCOc1ccc(S(=O)(=O)N2CCCCCC2)c2ccccc12 | -28 | /

Compounds listed so far that have sulfur:
SMILES | GSIS activator | ARNT TACC3 PPI
CN1CCC(=C2c3ccccc3CCc3sccc32)CC1 | / | 3
CCOc1ccc(S(=O)(=O)N2CCCCCC2)c2ccccc12 | -28 | /

Reprinted at random: 2 entries already listed.
SMILES | GSIS activator | ARNT TACC3 PPI
CN1CCC(=C2c3ccccc3CCc3sccc32)CC1 | / | 3
CC(C)(CO)[C@@H](O)C(=O)NCCC(=O)O | / | -17

A portion of the library (hit frequency here may not be typical).
